Bioassay records: PubChem, National Center for Advancing Translational Sciences (NCATS)
VP16 counter = counter-screen for ROR gamma inhibitors: Gal4-VP16 reporter; Drosophila S2 Gal4-VP16 UAS-luciferase, luminescence, 20 h; Potency, µM (doses to about 53.6 µM), for the others: at the top dose activity, negative = inhibition, most hits filed as inhibitors; hit rate 3.5% among 310,000; AID 2546;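 also: Gal4-VP16 expression switched on by copper sulfate through the metallothionein promoter; potency is read from the fitted curve at half-maximal effect; % is scaled to controls: 0 for no effect and ±100 for the full control effect; nearly all actives have a fitted effect of over 50% in size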
KCNH2 3.1 inh = inhibitors of human KCNH2 3.1 potassium channel isoform; AID 720553; activity change, % (tested at about 1.8 µM); hit rate 0.95% among 340,000; U2OS KCNH2 3.1, thallium flux FluxOr; active compounds read low;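 active = maximum activity change below -70%; inconclusive = maximum activity change from -70% to -50%; inactive = maximum activity change above -50%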;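 also: thallium influx rate constant from kinetic fluorescence after stimulation buffer; % is scaled to controls: 0 for no effect and ±100 for the full control effect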
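Steps: virus added to U2OS suspension (4 h, RT, dark); medium with 10% FBS added, cells plated, 37 C overnight; FluxOr/Red40 loading buffer 45 min RT; stimulation buffer, 2 min kinetic read; rate constant normalized.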
FBPA coupling cs = inhibits coupling enzyme system, counter-screen for aldolase hits; coupling enzyme system counterscreen, AmpLite Red fluorescence; activity change, negative = inhibition, % at 58.2 µM, hits read low; hit rate 0.67% among 290,000; AID 2472; in the data active = activity change below about -30%; also: % is scaled to controls: 0 for no effect and ±100 for the full control effect
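Final compound at 57.5 uM, incubated 10 min at RT with coupling enzyme reagent (glyceraldehyde-3-phosphate), then 20 min with substrate and AmpLite Red detection. Fluorescence read at 525/598 nm; tests interference with the coupling assay, not aldolase inhibition.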
NPC1 prom act = activators of NPC1 promoter | hit rate 2.4% among 320,000 | Huh7 NPC1 promoter luciferase reporter, 24 h | Potency, µM (doses to about 9.22 µM), inactives show at the highest dose activation, most hits filed as activators;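 also: potency is read from the fitted curve at half-maximal effect; % of control where 0% means no effect; nearly all actives have a fitted effect of over 60% in size; reporter is driven by a mutant NPC1 promoter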
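Luminescence from an NPC1 promoter-driven luciferase reporter in stably transfected Huh7 cells was measured after 24 h compound treatment at 37 °C, followed by 10 min ambient incubation with luciferase detection reagent.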
ELG1 genotox = induces genotoxicity in HEK293T cells with luciferase-tagged ELG1; HEK293T ELG1-luciferase reporter, luminescence, 16 h; Potency, µM (doses to about 46 µM), without a hit: at the top dose activity change, positive = activation, usual class: activators; hit rate 1.3% among 330,000; AID 504466; also: potency is read from the fitted curve at half-maximal effect; % of control where 0% means no effect; nearly all actives have a fitted effect of over 60% in size
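Quantitative HTS format in 1536-well plates. HEK293T ELG1-luciferase reporter cells receive test compound and are incubated 16 hr at 37 °C, 5% CO2; ONE-Glo added, 30 min room temperature, then luminescence read.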
Tb PFK block = inhibitors of T. brucei phosphofructokinase; hit rate 0.17% among 330,000; T. brucei PFK, ADP-Glo luminescence; AID 485367; O15648; Potency, µM (top dose mostly 57.5 µM), without a hit: at the highest dose activity, negative = inhibition, actives largely listed as inhibitors;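 also: potency is read from the fitted curve at half-maximal effect; 0% = uninhibited 1x PFK enzyme wells and -100% = no-enzyme wells; nearly all actives have a fitted effect of over 60% in size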
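Compounds were pin-transferred as a titration series up to 57 uM into substrate buffer (0.5 mM F6P, 0.1 mM ATP, pH 8.0), then 1.25 nM PFK was added and reactions ran 45 min before ADP-Glo detection.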
Giardia killer = kills Giardia lamblia | Giardia lamblia trophozoite viability | activity change, % at 7.66 µM, hits read low | hit rate 0.15% among 340,000 | AID 540267; in the data active = activity change below about -80%; inconclusive = between about -30% and that limit;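 also: parasites exposed to compound for two days anaerobically before the ATP read; % is scaled to controls: 0 for no effect and ±100 for the full control effect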
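Viability, read as ATP luminescence: trophozoites at 100 cells/well, compound added, 48 hrs anaerobic at 37 deg C, then 15-30 min room-temperature development before reading.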
uPA generation = inhibitors of cell surface uPA generation; cell surface uPA generation assay, qHTS; Potency, µM (series often up to 38.3 µM), inactives show at the top dose activity change, negative = inhibition, actives largely listed as inhibitors; hit rate 0.31% among 330,000; AID 540303; active = well fitted inhibition curve with a large enough effect; inconclusive = small, poorly fitted or top-dose-only effect; inactive = no such curve, though single readings can be large or run the other way; tested in mouse RAW 264.7 cells; also: potency is read from the fitted curve at half-maximal effect; % is scaled to controls: 0 for no effect and ±100 for the full control effect; nearly all actives have a fitted effect of over 55% in size
Rab9 prom act = Rab9 promoter activation; Huh7 Rab9 promoter-luciferase reporter, luminescence, 24 h; Potency, µM (top dose mostly 9.22 µM), without a hit: top-dose activation, negative = inhibition, most hits filed as activators; hit rate 2.8% among 320,000; also: potency is read from the fitted curve at half-maximal effect; % of control where 0% means no effect; nearly all actives have a fitted effect of over 60% in size
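Promoter activation is measured as luciferase luminescence in Huh7 cells stably transfected with a Rab9 promoter–luciferase construct, following 24 h compound exposure at 37 °C and 10 min reagent incubation at ambient temperature.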
RORgamma inh = blocks mouse ROR gamma transcriptional activity. P51450. Drosophila S2 Gal4-RORgamma UAS-luciferase reporter, 20 h. Potency, µM (series often up to 53.6 µM), for inactives: at the top dose activity change, negative = inhibition, actives largely listed as inhibitors. hit rate 5.4% among 310,000; also: potency is read from the fitted curve at half-maximal effect; % is scaled to controls: 0 for no effect and ±100 for the full control effect; nearly all actives have a fitted effect of over 60% in size
Target sequence (P51450 whole entry, looked up, the tested form may be a part): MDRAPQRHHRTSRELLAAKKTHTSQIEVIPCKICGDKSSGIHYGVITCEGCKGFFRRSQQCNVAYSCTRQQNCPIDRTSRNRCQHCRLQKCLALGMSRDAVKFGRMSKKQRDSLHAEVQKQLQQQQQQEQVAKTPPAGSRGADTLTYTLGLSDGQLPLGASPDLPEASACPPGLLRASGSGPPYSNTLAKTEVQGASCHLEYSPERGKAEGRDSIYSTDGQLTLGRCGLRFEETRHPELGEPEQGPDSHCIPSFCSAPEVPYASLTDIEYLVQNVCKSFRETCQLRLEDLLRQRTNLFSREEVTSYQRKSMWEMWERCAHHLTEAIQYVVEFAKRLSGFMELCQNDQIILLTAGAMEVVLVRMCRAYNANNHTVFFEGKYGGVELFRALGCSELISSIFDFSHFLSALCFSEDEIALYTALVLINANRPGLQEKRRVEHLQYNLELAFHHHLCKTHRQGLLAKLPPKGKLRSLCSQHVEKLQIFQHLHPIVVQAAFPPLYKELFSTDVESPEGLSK
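Stably transfected Drosophila Schneider cells are the test system, with ROR gamma fused to Gal4 and luciferase under UAS control; luminescence is read after 20 hr of 700 uM copper sulfate induction at ambient temperature.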
FLuc counter = firefly luciferase modulation, counter-screen for miR-21 project; Potency, µM (doses to about 57.5 µM), inactives show top-dose activity change, negative = inhibition, hits mostly inhibitors; AID 588342; hit rate 6.9% among 360,000; purified FLuc, Km substrates, luminescence inhibition; P08659;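 also: potency is read from the fitted curve at half-maximal effect; plate controls were vehicle for no effect and reference inhibitor for full effect; nearly all actives have a fitted effect of over 55% in size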
Target sequence (P08659 whole entry, looked up): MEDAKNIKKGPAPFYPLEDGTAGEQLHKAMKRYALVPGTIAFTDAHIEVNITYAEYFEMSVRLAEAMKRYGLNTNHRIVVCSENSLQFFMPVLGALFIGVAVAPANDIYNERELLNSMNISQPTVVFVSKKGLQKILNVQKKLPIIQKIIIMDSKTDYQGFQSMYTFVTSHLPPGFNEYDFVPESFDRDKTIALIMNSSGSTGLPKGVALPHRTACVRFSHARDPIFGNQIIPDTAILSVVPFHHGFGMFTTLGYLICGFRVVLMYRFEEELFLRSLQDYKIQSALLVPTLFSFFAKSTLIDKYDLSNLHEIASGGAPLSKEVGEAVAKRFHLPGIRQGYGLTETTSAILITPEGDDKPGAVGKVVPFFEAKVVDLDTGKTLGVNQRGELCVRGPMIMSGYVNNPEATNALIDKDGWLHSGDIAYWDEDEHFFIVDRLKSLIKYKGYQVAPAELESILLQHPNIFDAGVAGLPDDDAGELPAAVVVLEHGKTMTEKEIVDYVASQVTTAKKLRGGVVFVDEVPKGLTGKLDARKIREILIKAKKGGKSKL
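Purified P. pyralis luciferase, 10 nM final, with Km-level 10 uM D-luciferin and 10 uM ATP in 50 mM Tris acetate pH 7.5, 10 mM Mg acetate, 0.01% Tween-20, 0.05% BSA; 6-point qHTS titration about 60 µM downward; luminescence read.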
* marks the source's active call; other numbers are inactive results; ? = inconclusive; . = not tested or not shown; & = joins results of further samples; [ ] = dose if it differs, or a comment. Unless noted, calls follow the shape of the dose curve; as a rule, active = well fitted curve in the direction sought with a large enough effect; inconclusive = small, poorly fitted or top-dose-only effect, or another doubt; inactive = no such curve, though single readings can be large; an effect the other way counts as inactive or inconclusive.

SMILES | VP16 counter | KCNH2 3.1 inh | FBPA coupling cs | NPC1 prom act | ELG1 genotox | Tb PFK block | Giardia killer | uPA generation | Rab9 prom act | RORgamma inh | FLuc counter
Cc1noc(C)c1CC(=O)N1CCCC(C(=O)c2ccc(C(C)(C)C)cc2)C1 (stereo not given) | ? | -6 | 0 | -6% | -4% | -1% | -16 | -4% | -2% | -40% | 1%
CC(C)(C)NC(=O)C(=O)NNC(=O)c1ccccc1 | 16% | -6 | 2 | 9% | 5% | 5% | 5 | -4% | 14% | -2% | -1%
CCCCOc1ccc(-c2nnc(-c3cc[n+](C)cc3)o2)cc1 | 15% | 6 | 1 | 2% | -2% | 0% | -3 | 0% | -3% | 38% | -1%
COc1ccc(/C(C)=N/NC(=O)OC(C)(C)C)cc1[N+](=O)[O-] | 19% | -14 | 0 | 1% | 12% | 1% | -19 | -10% | 9% | 34% | 1%
Cc1ccc(Cl)cc1NC(=O)c1cc(S(=O)(=O)N2CCOCC2)cn1C | 2% | -5 | -1 | 0% | -1% | 0% | -22 | -5% | 5% | -18% | -2%&-2%
C/C(=N\NC(=O)CC(C)C)c1ccc(N2CCCCC2)cc1 | 21% | . | 2 | 17% | ? | 1% | 17 | -1% | 23% | 28% | ?
Cc1nn(Cc2ccccc2)c(C)c1CNC(=O)c1ccc(F)c(S(=O)(=O)N2CCOCC2)c1 | . | 14 | . | -10% | -1% | -1% | -2 | 1% | -2% | . | 5%
CC(=O)C1C(c2ccc(OC(F)F)cc2)NC(=O)NC1(O)C(F)(F)F (stereo not given) | 0% | 30 | 2 | 1% | 1% | 1% | 4 | 5% | -3% | -19% | 4%
Cc1sc2ncnc(-n3cnc4ccccc43)c2c1C | 5% | 6 | 7 | -2% | -21% | 0% | -3 | 8% | -4% | -27% | -1%
COc1ccccc1CCNC(=O)C1CCC(=O)N(Cc2ccccc2OC)C1 (stereo not given) | -1% | 2 | . | 6% | 3% | 1% | 0 | -3% | 5% | -19% | 0%
Cc1cc2c3c(c1C)C1(C(=O)N3C(C)(C)CC2C)C(C#N)=C(N)Oc2cc(O)ccc21 (stereo not given) | -1% | -3 | 1 | 0% | -6% | 4% | -7 | -3% | -1% | 5% | 0%
C#CCNC(=O)C1=C[C@H](C)[C@@H](CCCO)[C@H](OCC)O1 | -3% | -26 | 0 | 0% | 0% | 2% | 3 | 15% | -1% | -1% | -1%
COc1ccc2c(c1OC)C(=O)N(c1cccc(C(F)(F)F)c1)C2 | -1% | 3 | 0 | ? | ? | -2% | -18 | ? | 4.5µM* | ? | 5.4µM*
CC1CC(NS(=O)(=O)c2cc3c4c(c2)CCN4C(=O)CC3)CC(C)(C)C1 (stereo not given) | . | 7 | . | -1% | 0% | 0% | -10 | 11% | -1% | . | 7%
O=C(c1cn2ccccc2n1)N1CCCC(Nc2ccc(F)c(F)c2)C1 (stereo not given) | 16% | -15 | . | -4% | 3% | 1% | -16 | 4% | 6% | -1% | -1%
COC(=O)C(CO)NC(=O)C(C)NC(=O)CNC(=O)OCc1ccccc1 (stereo not given) | 0% | 15 | 2 | 2% | 13% | 0% | 38[activator] | 6% | -5% | 15% | -2%
O=C(N/N=C1\CC2CC=CC12)c1ccccc1Cl (stereo not given) | 11% | 11 | -2 | -1% | 2% | -1% | -1 | -5% | 7% | -99% | -2%
Cc1ccc(Cn2nnc3c(=O)n(CC(=O)N4CCCc5ccccc54)cnc32)cc1 | -11% | 1 | 1 | -2% | -1% | -1% | -6 | 11% | -1% | 12% | -3%
Cc1c(NC(=O)c2cccc(NC(=O)Cc3ccc(Cl)cc3)c2)c(=O)n(-c2ccccc2)n1C | . | -8 | . | -1% | 0% | ? | -18 | -6% | -1% | . | -5%
Fc1cccc(NC(=S)N2CCN(c3ccccn3)CC2)c1 | 4% | 14 | 3 | -6% | -8% | 4% | -10 | -1% | 0% | -42% | 12%
O=C(CNc1ccc(Oc2ccccc2)cc1)N1CCOCC1 | 15% | -4 | 1 | -6% | -1% | 14% | -16 | 5% | 3% | 31% | -14%
Cc1ccc(NC(=O)c2cccc(S(=O)(=O)N3CCCCC3)c2)cc1 | 20% | -4 | -1 | 1% | -19% | 0% | -10 | 0% | -2% | ? | -3%
COc1ccc(CCCNC(=O)C2CCC(=O)N(Cc3ccc(Cl)cc3)C2)cc1 (stereo not given) | . | -32 | 6 | -2% | -6% | -2% | -5 | 2% | 0% | . | -1%
O=C(COC(=O)c1ccccn1)Nc1ccc(S(=O)(=O)N2CCOCC2)cc1 | -5% | -2 | 1 | 0% | 0% | -1% | -5 | 5% | 0% | -10% | 7%
COc1ccc(C(=O)N(C)C2CCCN(Cc3ccccc3F)C2)cc1C (stereo not given) | -12% | 10 | -4 | -1% | 10% | -15% | -11 | 15% | 4% | 13% | -7%
Cc1cccc(C)c1NC(=O)C1(N(Cc2ccco2)C(=O)CC2NC(=O)NC2=O)CCCC1 (stereo not given) | -6% | -10 | 1 | 2% | 1% | 1% | -5 | -2% | 1% | 3% | 1%
Cc1nc2ccccc2c2c1CC(C(C)(Cl)Br)O2 (stereo not given) | ? | -7 | 2 | -17% | 0% | 2% | -20 | ? | -28% | -39% | 2%
Cc1cccc(OCC(=O)Nc2ccccc2N2CCCC2)c1C | . | -2 | . | -4% | 30% | 1% | 11 | ? | -1% | . | -20%
CCOC(=O)c1c(NC(=O)CSc2nc3c(c(=O)n(C)c(=O)n3C)n2C(C)C)sc(C)c1C | -17% | -28 | -1 | -1% | 0% | -2% | 4 | 7% | -4% | 11% | 6%
Cc1nnc(SCC(=O)Nc2nccs2)n(N)c1=O | -7% | -9 | -3 | 4% | -4% | -4% | -12 | -1% | 12% | -10% | -4%
O=c1c2c(n3cnnc3n1-c1ccccc1)-c1ccccc1CC21CCCC1 | -7% | -10 | 0 | -8% | 0% | 0% | 1 | 1% | -15% | 8%[10 µM] | -2%
Nc1ccc(-c2cc(-c3cccc(N)c3)nc(-c3ccccc3)n2)cc1 | -20% | 18 | -1 | -1% | -2% | 8% | 10 | 6% | -7% | ? | 0%
O=C(Cc1ccccc1)NC(=S)Nc1ccc(OC(F)F)cc1 | 11µM* | -27 | 0 | 11% | 18% | 1% | 4 | -4% | 8% | 20µM* | ?
COC(CN(C)C(=O)c1ccc2c(c1)NC(=O)c1ccccc1S2)OC | 1% | 0 | 1 | 0% | -4% | 1% | 4 | -13% | 9% | 18% | -1%
CCCCn1c(N)c(N(Cc2ccccc2OC)C(=O)CSCC(=O)Nc2cccc(C)c2)c(=O)[nH]c1=O | 3% | -21 | . | 3% | -3% | 1% | 11 | 3% | 1% | -14% | -2%
Cc1ccsc1C(=O)Nc1nc2ccccc2[nH]1 | 7.1µM* | -7 | 0 | 0.63µM* | 1.2µM* | -17% | -11 | ? | 0.35µM* | 2µM* | 1.7µM*
Cc1ccc(S(=O)(=O)N2CCC(CN3C(=O)c4cccc5cccc(c45)C3=O)CC2)cc1 | -6% | -10 | . | -4% | -3% | -1% | 18 | 0% | -3% | -6% | 0%
O=[N+]([O-])c1ccc(OCC(O)CNCCNc2nccc(C(F)(F)F)n2)cc1 (stereo not given) | -1% | -36 | 4 | 2% | -1% | 1% | -3 | -3% | -5% | 34% | 0%
CN1CCN(c2ccccc2NC(=O)COc2ccc(C3CCCCC3)cc2)CC1 | ? | -18 | 0 | 0% | -7% | -1% | -11 | 3% | 1% | -23% | 3%
NC(=O)C1CCN(C(=O)COc2ccc3c4c(c(=O)oc3c2)CCC4)CC1 | -1% | 6 | 0 | -7% | 9% | 1% | 8 | 1% | 0% | -5% | -10%
Cc1ccc(C(=O)Cn2nnc3ccccc32)cc1[N+](=O)[O-] | -10% | -6 | 6 | -1% | 12% | -6% | 3 | 4% | 16% | 28% | ?
COc1ccccc1CCNC(=O)COc1cccc2c1OC(C)(C)C2 | . | -1 | . | 6% | 0% | -19% | 7 | 3% | 1% | . | 2%
O=C(Cn1nc(-c2ccc(F)cc2)ccc1=O)Nc1ccc2c(c1)OCCO2 | -4% | -3 | 2 | 0% | 6% | 0% | -10 | 12% | 2% | -27% | -7%
COCCCNC(c1ccccc1)c1ccncc1 (stereo not given) | 2% | 11 | 0 | 3% | 1% | -2% | -3 | 0% | 3% | -6% | 3%
COC(=O)c1sccc1NC(=O)c1c(C)c(-c2cccc(Cl)c2)nc2ccccc12 | -7% | -20 | 0 | 1% | -5% | 0% | -21 | 5% | 0% | ? | 8%
COc1ccccc1NC(=O)C(C)OC(=O)CN1C(=O)C2CC=CCC2C1=O (stereo not given) | . | 4 | . | 1% | 12% | -7% | 13 | 1% | -5% | . | 9%
